# 12-LOX inh: ALOX12 (human) lipoxygenase inhibition; purified 12hLO, xylenol orange hydroperoxide absorbance; Potency, µM (titrated, usually from 108 µM), without a hit: at the highest dose activity change, negative = inhibition, most hits filed as inhibitors; 580,000 tested, 1.1% active; AID 1671190; also: potency is read from the fitted curve at half-maximal effect; % is scaled to controls: 0 for no effect and ±100 for the full control effect
#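 Hydroperoxide product was detected by ferrous iron/xylenol orange as the 573 to 405 nm absorbance ratio. Arachidonic acid at 40 uM (final) was turned over for 30 min at room temperature by 150 nM human 12hLO, pH 7.0 Hepes buffer, after 15 min compound preincubation.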
# ERG-DNA inh: blocks human ERG Ets domain binding to DNA | P11308 | Potency, µM (series often up to 76.9 µM), without a hit: at the top dose FP activity, negative = inhibition, most hits filed as inhibitors | 370,000 tested, 0.028% active | AID 624246 | fluorescence polarization, His-ERG Ets domain / labelled DNA; active = well fitted inhibition curve with a large enough effect in the polarisation, with a control signal flat; inconclusive = small, poorly fitted or top-dose-only effect, or effect the other way, or a change in a side signal; inactive = no such curve, though single readings can be large or run the other way; the % refers to the polarisation;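 also: polarization taken with two DNA probes labelled with fluorescein and Texas red; potency is read from the fitted curve at half-maximal effect; % of control where 0% means no effect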
#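 His-tagged ERG Ets domain (1 uM in the protein solution; 300mM KCl, 50mM Tris-HCl, 1mM EDTA, 1mM DTT, pH 7.5) received compound, then a probe mix of 5 nM fluorescein-DNA and 100nM Texas-615-DNA. Fluorescence polarization was read for both dyes.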
# D2 ag: agonists of human D2 dopamine receptor; AID 485358; activation, % at 2 µM; P14416; HEK293 T-REx D2 cells, calcium flux agonist mode; 340,000 tested, 0.53% active;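 active = activation over 3 SD above normal in the single-dose calcium agonist read, cut at about 30% in these data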; also: 0% is about no effect
# Target sequence (P14416 whole entry, looked up): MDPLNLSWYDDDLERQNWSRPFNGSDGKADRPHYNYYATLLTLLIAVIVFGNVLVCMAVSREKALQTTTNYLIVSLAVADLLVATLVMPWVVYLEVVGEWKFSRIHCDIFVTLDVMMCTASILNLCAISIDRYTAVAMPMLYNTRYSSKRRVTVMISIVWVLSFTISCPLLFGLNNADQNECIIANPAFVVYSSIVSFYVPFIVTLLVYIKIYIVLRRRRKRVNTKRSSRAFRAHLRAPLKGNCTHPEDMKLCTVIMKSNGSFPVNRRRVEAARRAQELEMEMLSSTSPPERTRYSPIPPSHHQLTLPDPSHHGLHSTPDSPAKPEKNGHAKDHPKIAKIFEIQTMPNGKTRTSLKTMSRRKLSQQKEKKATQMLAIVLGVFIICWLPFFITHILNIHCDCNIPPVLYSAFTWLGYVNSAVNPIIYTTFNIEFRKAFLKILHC
#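 In this primary screen, compounds producing a positive calcium signal within 180 s of addition to tetracycline-induced, force-coupled HEK293 Trex D2 cells are flagged; cells are dye-loaded with a no-wash calcium kit beforehand.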
# D2 antag: antagonizes the human D2 dopamine receptor | HEK293 TREx D2 cells, calcium flux, dopamine EC80 | 340,000 tested, 2% active | AID 485344 | P14416 | inhibition, % at 10 µM; in the data active = inhibition above about 30%; also: 0% is about no effect
#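 Antagonism is scored as inhibition of an EC80 dopamine-evoked calcium signal in a force-coupled, tetracycline-inducible HEK293 T-REx D2 line, with compound present 180 s before agonist.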
# Vif-A3G inh: inhibitors of Vif-APOBEC3G interaction; 410,000 tested, 0.076% active; HeLa A3G-eYFP + Vif (tagged APOBEC3G with the HIV-1 protein that degrades it), YFP fluorescence, overnight; AID 602310; Q9HC16; Potency, µM (titrated, usually from 46.1 µM), for inactives: at the top dose activity, negative = active, usual class: inhibitors;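 also: potency is read from the fitted curve at half-maximal effect; % is scaled to controls: 0 for no effect and ±100 for the full control effect; nearly all actives have a fitted effect of over 60% in size; hits raise eYFP signal because A3G escapes Vif-driven loss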
# Target sequence (Q9HC16 whole entry, looked up): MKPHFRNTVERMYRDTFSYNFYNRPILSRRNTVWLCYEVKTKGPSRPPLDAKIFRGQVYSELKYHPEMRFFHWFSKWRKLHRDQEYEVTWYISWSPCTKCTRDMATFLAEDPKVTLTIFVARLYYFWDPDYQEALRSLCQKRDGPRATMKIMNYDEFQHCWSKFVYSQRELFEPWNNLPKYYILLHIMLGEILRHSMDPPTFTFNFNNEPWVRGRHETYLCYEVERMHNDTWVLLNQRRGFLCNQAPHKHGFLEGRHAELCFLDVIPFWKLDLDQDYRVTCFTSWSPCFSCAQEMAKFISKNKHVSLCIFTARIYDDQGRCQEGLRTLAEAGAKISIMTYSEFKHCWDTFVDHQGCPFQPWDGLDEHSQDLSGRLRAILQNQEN
#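 Read-out is eYFP fluorescence (Ex 488/Em 500-530) from Vif-expressing HeLa A3G-eYFP cells; more signal means A3G escaped Vif-mediated degradation. Cells plated overnight, compound pinned in, incubated overnight at 37 deg C.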
# RGS4 inh: human RGS4 inhibition; P49798; Transcreener GDP fluorescence polarization, RGS4-accelerated GTP hydrolysis; Potency, µM (titrated, usually from 114 µM), for the others: at the highest dose activity change, negative = inhibition, most hits filed as inhibitors; 390,000 tested, 0.039% active; AID 504845; also: potency is read from the fitted curve at half-maximal effect; % is scaled to controls: 0 for no effect and ±100 for the full control effect; nearly all actives have a fitted effect of over 75% in size; some results filed as inactive show a strong effect at the top dose
# Target sequence (P49798 whole entry, looked up): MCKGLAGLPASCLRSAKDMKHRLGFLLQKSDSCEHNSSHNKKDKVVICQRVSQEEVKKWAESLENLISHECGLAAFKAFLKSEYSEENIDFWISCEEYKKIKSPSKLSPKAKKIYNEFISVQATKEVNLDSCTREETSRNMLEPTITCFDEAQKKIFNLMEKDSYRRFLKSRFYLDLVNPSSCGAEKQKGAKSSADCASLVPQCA
#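 MLSMR compounds (23 nl, pin-transferred) preincubated 10 min at room temperature with a 500nM (2x) first reagent, then RGS4 at 900nM (2x) plus Transcreener GDP mix added; fluorescence polarization (620/688 nm) read before and after 90 min at 30 °C.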
# Glioma ERSR ind: induces the endoplasmic reticulum stress response in human glioma cells. Potency, µM, without a hit: at the top dose activation, most hits filed as activators. U87-MG GRP78 promoter luciferase reporter, 16 h. 420,000 tested, 0.02% active; also: potency is read from the fitted curve at half-maximal effect; series mostly up to about 76 µM; % of control where 0% means no effect; nearly all actives have a fitted effect of over 35% in size
#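 Stably transfected U87-MG human glioma cells carrying a GRP78-based luminescent sensor were seeded at 1000 cells/well, pin-dosed with compounds and incubated 16 h. Luciferase reagent was then added, and end-point luminescence was read after 10 min at room temperature.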
# Vif-A3F inh: Vif-A3F binding inhibition; HeLa A3F-eYFP + Vif (tagged APOBEC3F with the HIV-1 protein that degrades it), YFP fluorescence increase; Potency, µM (highest dose often 46.1 µM), inactives show at the highest dose activity, negative = active; 390,000 tested, 0.2% active; also: potency is read from the fitted curve at half-maximal effect; % of control where 0% means no effect; nearly all actives have a fitted effect of over 65% in size
#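 HeLa cells stably expressing Vif plus C-terminally eYFP-tagged A3F were seeded, incubated overnight at 37 deg C, dosed with compound, incubated overnight again at 37 deg C. Yellow fluorescence (Ex 488/Em 500-530) reported blocked Vif-mediated A3F-eYFP degradation.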
# LDHA inh: inhibitors of human lactate dehydrogenase A. P00338. purified LDHA, NADH/diaphorase-resazurin fluorescence; active compounds read low. activity change, % (values are at about 110 or 230 µM). 480,000 tested, 0.15% active; in the data active = activity change below about -30%; inconclusive = mostly about -25% to -30%;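 also: plate controls were DMSO wells for no effect and wells without enzyme for full effect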
#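 LDH5 2 nM; NADH 0.06 mM, pyruvate 0.2 mM; 200 mM Tris pH 7.4, EDTA, Tween-20; 5 min RT. Detection: diaphorase 0.133 mg/mL + resazurin 37 µM, fluorescence ex540/em590 at 0 and 20 min; normalized to enzyme-free and DMSO wells.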
# * hit, by the source's call; i = inactive; u = inconclusive; x = not tested or not shown; & = joins results of further samples; ! = not active in a repeat; [ ] = dose if it differs, or a comment. Unless noted, calls follow the shape of the dose curve; as a rule, active = well fitted curve in the direction sought with a large enough effect; inconclusive = small, poorly fitted or top-dose-only effect, or another doubt; inactive = no such curve, though single readings can be large; an effect the other way counts as inactive or inconclusive. This is a subset. The share of hits here may be higher or lower than overall.
SMILES,12-LOX inh,ERG-DNA inh,D2 ag,D2 antag,Vif-A3G inh,RGS4 inh,Glioma ERSR ind,Vif-A3F inh,LDHA inh
COc1ccc(C(=O)N2CCC(c3ccccc3)CC2)c(OC)c1OC,25%,2%,0.9,-11,1%,-17%,0%,-5%,0
Cc1onc(-c2c(F)cccc2Cl)c1C(=O)NC(=S)NC1CCSC1=O (centres undefined),-2%,-7%,0.3,12,-1%,-27%,-2%,-9%,-6
COc1ccc(/C=C/C(=O)N2CCCc3ccccc32)c(OC)c1,-2%,-12%,-2.5,-5,-7%,8%,7%,-20%,-24
CCc1cccc(C)c1NC(=O)COC(=O)Cc1ccccc1,u,x,x,x,-4%,x,-4%,-4%,-1
C=CCNc1nc(Cl)nc(Nc2ccc([N+](=O)[O-])cc2)n1,-20%,-6%,0.1,3,0%,22%,-1%,5%,-12
Cc1cccn2c(=O)c(C(=O)NC(C)c3ccccc3)cnc12 (centres undefined),-22%,-13%,-0.1,x,1%,6%,-2%,-2%,-4
COc1ccc(NC(=O)c2nnn(CC(=O)Nc3c(C)cc(C)cc3C)c2N)cc1OC,-4%,11%,1.1,x,-5%,-49%,-2%,0%,-6
COC(=O)CCSc1cc([N+](=O)[O-])cc2c1c(C1OCCO1)nn2-c1ccccc1,-13%,-2%,1.3,15,-6%,28%,-1%,-5%,-7
COC(=O)c1ccc(C(=O)OC)c(NC(=O)CN2CCC(C)CC2)c1,-5%,2%,1.9,-2,1%,7%,-1%,2%,-12
COc1cccc(CNC(=O)C2CCN(C(=O)N3CC(C)Oc4ccccc43)CC2)c1 (centres undefined),-1%,-15%,0.6,-10,0%,9%,-5%,-7%,-14
CN(C)C(=O)c1ccc(NC(=O)COc2ccc([N+](=O)[O-])cc2)cc1,-17%,u,-0.1,8,-2%,-18%,-5%,-3%,1
CN(C)S(=O)(=O)c1cccc(C(=O)Nc2ccccc2)c1,-4%,6%,-0.3,47*,1%,-11%,1%,-6%,-12
CC(=O)c1ccc(Nc2nc3ccc(C)cc3n3cnnc23)cc1,10%,-2%,1.3,0,-4%,-26%[56.9 µM],-1%,-20%,1
Cc1ccc(OCCSc2nc3ncnc(N)c3[nH]2)cc1,-1%,-12%,-1.9,0,0%,-111%[56.9 µM],0%,-5%,-3
CCCCN(C(=O)c1cccs1)C1CCS(=O)(=O)C1 (centres undefined),-20%,-16%,0.8,-5,-4%,-9%,-4%,2%,-3
CCN(CC)CCn1c2c(c(SCC(=O)Nc3ccccc3Cl)nc1=O)CCCC2,0%,-11%,-1.0,10,1%,11%,-6%,2%,-4
CCN1CCN(c2ccc(S(=O)(=O)N3CCCCC3)cc2NC(=O)c2cccc(C)c2[N+](=O)[O-])CC1,u,-4%,0.3,1,1%,6%,-3%,u,-5
Cc1ccc(NC(=O)N2CCC(NC(=O)c3ccco3)CC2)cc1,0%,6%,-1.2,-8,-2%,11%,-2%,-2%,-6
CC1CCCCC1NCc1cccc([N+](=O)[O-])c1 (centres undefined),-13%,3%,-0.7,-2,3%,4%[11.4 µM],6%,-9%,-14
Cc1cccc(Oc2ccc(NC(=O)C3=CC=CN4CCS(=O)(=O)N=C34)cc2)c1,16%,0%,0.5,8,-4%,13%,-5%,2%,-6
COc1ccc(NS(=O)(=O)c2cc3c(cc2C)NC(=O)CO3)c(OC)c1,-9%&-28%,-9%&1%,38*!,-11,-1%&-3%,25%&-15%,-6%&-3%,4%&5%,-3&2
Cc1cc(NS(=O)(=O)c2ccc(NC(=O)c3ccoc3C)cc2)nc(C)n1,1%,-5%,-0.3,8,-1%,19%,-1%,-1%,-4
COc1cccc(SCC2CSc3nc4ccccc4c(=O)n32)c1 (centres undefined),-12%,0%,0.3,-17,0%,18%,-2%,20%,-4
COc1cccc(/C=N/Nc2nn3cnnc3c3ccccc23)c1O,i,3%,0.5,1,-14%,-29%,-4%,-3%,7
COc1cc2c(cc1OC)CC(=O)N(C)CC2,-11%,x,-6.9,4,1%,-23%,-5%,3%,-5

# Next section:
SMILES,12-LOX inh,ERG-DNA inh,D2 ag,D2 antag,Vif-A3G inh,RGS4 inh,Glioma ERSR ind,Vif-A3F inh,LDHA inh
CN1CCN(C(=O)C2=C[C@@H](c3ccccc3)C[C@@H](OCCCCO)O2)CC1,1%,-5%,x,x,1%,11%,0%,6%,-2
Cc1ccc(CCNC(=O)C2CCCN(C(=O)N(C)C)C2)cc1 (centres undefined),10%,-5%,-1.7,-23,0%,-19%,-2%,0%,-5
O=C(CN(C1CCCCC1)S(=O)(=O)c1ccc(Cl)cc1)NCCCO,-3%,1%,0.4,5,1%,39%,-5%,-10%,-2
CN(C)c1ccc(C(=O)NCc2ccc3c(c2)CCO3)cc1,183%[activator],6%,0.8,-10,-5%,-3%,0%,3%,-6
Cc1cccc(C2c3[nH]c4ccccc4c3CCN2C(=O)Cc2n[nH]c(C)n2)n1 (centres undefined),0%,-5%,-1.1,6,-7%,17%,-4%,11%,-15
CN(C)CCNC(=O)Cc1ccc([N+](=O)[O-])cc1,-14%,-8%,1.3,-7,-1%,-1%,-5%,-12%,-4
CN(C1=NS(=O)(=O)c2ccccc21)c1ccc(OC(=O)c2ccncc2)cc1,0%,-21%,0.6,11,0%,5%,-3%,3%,-2
COc1ccc(C(=O)n2nc(C)cc2Nc2ccccc2)cc1,8%,-4%,0.4,-8,-5%,-10%,13%,-4%,-6
O=C(CSc1nnc2ccccn12)Nc1ccc(N2CCOCC2)cc1,-2%,1%,x,x,-1%,19%,-3%,-7%,-17
COc1ccc(S(=O)(=O)NCc2ccc(F)cc2)cc1OC,-6%,-3%,0.4,-25,-1%,-25%,2%,-12%,-4
Cc1nc2nc(C)c(CCC(=O)Nc3ccc4c(c3)OCO4)c(C)n2n1,10%,3%,-0.1,7,-3%,-10%,10%,-2%,1
COc1ccc(OC)c(C2C(C#N)=C(N)Oc3cc(N)ccc32)c1 (centres undefined),-12%,-3%,0.2,-10,u,3%,-1%,3%,-1
Cc1ccccc1NC(=O)CSc1nc(-c2ccccc2C)nc2cc(=O)[nH]n12,-19%,9%,-0.4,x,1%,-22%,0%,2%,0
COc1ccccc1-c1sc2cc3c(cc2c1-c1ccc(O)cc1)OCO3,u,0%,x,x,-18%,5%,-3%,1%,1
Cc1noc(C)c1CSc1nnc(-c2cc(Cl)ccc2Cl)n1N,0%,4%,0.5,-13,-4%,-26%,5%,-2%,-5
O=C1C(=O)N(Cc2ccco2)C(c2cccc(Cl)c2)/C1=C(\O)c1ccc2c(c1)OCCO2 (centres undefined),u,1%,0.1,6,-7%,-8%,0%,x,1
S=C1N(c2ccccc2)C(c2ccc(Br)cc2)N2CCCN12 (centres undefined),-23%,6%,-2.7,5,-5%,1%,-2%,0%,-5
COc1cccc(NC(=O)NC2CCN(Cc3nnnn3Cc3ccc(F)cc3)CC2)c1,-10%,3%,0.6,15,0%,-6%,-2%,0%,4
CNC(=S)N(CCCn1ccnc1)Cc1c(F)cccc1Cl,14%,-7%,-0.4,6,-1%,18%,-4%,-21%,-8
CCOc1ccc(S(=O)(=O)NCCCn2ccnc2)cc1NC(C)=O,0%,24%,0.6,-3,-7%,11%,-3%,9%,1
CN(C)C(=O)N1CCc2ccc([N+](=O)[O-])cc21,-27%,x,x,x,-4%,x,-3%,9%,-2
Cc1nnc(SCC(=O)N(C)C2CCCCC2)n1C,15%,-18%[15.4 µM],0.0,2,1%,-14%,-3%,-2%,-8
CN(C)S(=O)(=O)c1ccc(N2CCCC2)c(C(=O)NCC2CCCCC2)c1,-5%,9%,0.4,-1,-1%,37%,-5%,-6%,-14
S=C(Nc1ccc2c(c1)OCO2)N1CCCC1,u,8%,x,x,-2%,-29%,-4%,-3%,0
Cc1cc(Nc2ccc(F)cc2Cl)n2ncnc2n1,u,-1%,1.3,12,-6%,-16%,-2%,3%,-2

# Other entries.
SMILES,12-LOX inh,ERG-DNA inh,D2 ag,D2 antag,Vif-A3G inh,RGS4 inh,Glioma ERSR ind,Vif-A3F inh,LDHA inh
Nc1ccc(C(=O)OCC(=O)Nc2cccc(S(=O)(=O)NC3=NCCCCC3)c2)cc1[N+](=O)[O-],0%,-4%,x,x,0%,-9%,1%,0%,-5
Cc1ccn2c(Nc3ccc(F)cc3)c(-c3ccc(C)o3)nc2c1,u,-8%,-0.7,x,3%,-1%,-3%,1%,-5
[O-]C(=C(C(=S)Nc1cccc2ccccc12)[n+]1ccccc1)c1ccc2c(c1)OCCO2,x,-5%,x,x,2%,-4%,-3%,u,14
c1ccc(-c2nnc3n2CCCC3)cc1,-8%,-4%,-1.3,-8,0%,14%,0%,-1%,-7
O=C(COC(=O)Cc1c(Cl)cccc1Cl)Nc1ccccc1-c1ccccc1,-21%,0%,1.8,8,-4%,-4%,-1%,0%,1
COc1ccc(NS(=O)(=O)c2ccc(NC(=O)c3ccc(N(C)S(C)(=O)=O)cc3)cc2)c(OC)c1,-8%,-1%,0.2,3,-18%,-29%,-6%,1%,-5
CCN(C[C@H]1N[C@@](Cc2ccccc2)(C(=O)OC)[C@H]2C(=O)N(Cc3ccccc3)C(=O)[C@@H]12)C(=O)Nc1ccc(C(F)(F)F)cc1,-23%,14%,x,x,7%,-14%,-6%,5%,-2
